# Bioassay records as filed in PubChem BioAssay.
# HPDE-C7 viability = cytotoxicity in HPDE-C7 cells, cell-based, fluorescence, HTS (AID 430). 1.8% of 63,000 active. HPDE-C7 pancreatic duct cells viability, fluorescence; higher % means a stronger effect. cytotoxicity, % at 10 µM, or EC50 in µM where a hit was titrated;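 also: cells exposed to compound for 48 hours before viability readout; 0% = vehicle and 100% = reference cytotoxic drug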
# PMK inhibit = S. pneumoniae PMK inhibitors, primary screen, biochemical, mevalonate pathway, pilot trial included; inhibition, % at 10 µM; 0.49% of 65,000 active; purified PMK, PK/LDH-coupled NADH absorbance 340 nm; phosphomevalonate kinase (Streptococcus pneumoniae D39);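 active = top-ranked compounds by inhibition in the single 10 µM screen, taking a fixed number of the strongest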;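 also: 0% = full reaction with DMSO carrier and 100% = background rate without enzyme reaction; no value below 0 was filed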
# TNAP inhibition = human TNAP enzyme inhibitors, biochemical, luminescent (AID 518); inhibition, % at 20 µM; hits with a dose series show IC50 in µM; 0.09% of 64,000 active; purified TNAP enzyme, luminescent substrate readout; higher % means a stronger effect; Alkaline phosphatase, tissue-nonspecific isozyme (Homo sapiens); in the data active = a potency from the dose series; inactive = the rest, 99 in 100 with inhibition below about 22%;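 also: plate controls were vehicle for no effect and reference inhibitor for full effect; many of its hits are not listed in these tables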
# Bfl-1 displacement = Bfl-1 inhibitors, primary screen, biochemical, fluorescence polarization, FITC-Bid, mouse (AID 432); Bcl-2-related protein A1 (Mus musculus); FITC-Bid BH3 peptide fluorescence polarization displacement; higher % means a stronger effect; one-dose displacement, % at 20 µM; IC50 in µM for titrated hits; 0.02% of 64,000 active; in the data active = a potency from the dose series; inactive = the rest, 99 in 100 with displacement below about 15%; also: strong numbers were not always called active
# HT1080 viability = cytotoxicity in HT1080 fibrosarcoma cells, cell-based, fluorescence readout (AID 620). HT1080 viability, fluorescence; higher % means a stronger effect. cytotoxicity, % at 10 µM, or EC50 in µM where a hit was titrated. 0.42% of 87,000 active;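 also: cells exposed to compound overnight then 4 h with Alamar Blue; 0% = vehicle DMSO and 100% = killing control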
# HPDE-C7K KRASV12 = cytotoxicity in KRAS-transformed pancreatic duct cells, primary screen, cell-based, fluorescence, HTS (AID 431). HPDE-C7K KRASV12 cells, Alamar Blue viability, 48 h; higher % means a stronger effect. cytotoxicity, % at 10 µM, or EC50 in µM where a hit was titrated. 1.7% of 63,000 active;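 active = compounds whose percent cytotoxicity in the single-dose primary screen, scaled between solvent and toxic-drug controls, exceeds 50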;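 also: 0% = DMSO solvent wells and 100% = doxorubicin-treated wells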
# LYP phosphatase = LYP phosphatase inhibitors, primary screen, biochemical, DiFMUP fluorescence, recombinant catalytic domain, 10 µM (AID 606) | recombinant LYP catalytic domain, DiFMUP fluorescence; higher % means a stronger effect | Tyrosine-protein phosphatase non-receptor type 22 (Homo sapiens) | 52,000 tested, under 10 active | inhibition, % at 10 µM, or IC50 in µM where a hit was titrated;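 active = IC50 under 40 µM in the dose-response test; inactive = IC50 of 40 µM or more, or never dose-tested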
# Spn DPM-DC inh = S. pneumoniae DPM-DC inhibitors, primary screen, biochemical, PK/LDH-coupled NADH fluorescence; diphosphomevalonate decarboxylase (Streptococcus pneumoniae D39); purified DPM-DC; calls only at 10 µM; 0.49% of 65,000 active; AID 556, 2006;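 active = the 320 compounds with the highest percent inhibition in the single-dose primary screen, excluding strongly autofluorescent ones, cut at about 32% in these data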;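 also: kinetic rate of NADH fluorescence loss reporting ADP formed by the decarboxylase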
# MK inhibit = S. pneumoniae MK inhibitors, primary screen, biochemical, PK/LDH-coupled NADH absorbance; mevalonate kinase [Streptococcus pneumoniae D39]; AID 555, 2006; 0.48% of 65,000 active; inhibition, % at 10 µM; purified MK, PK/LDH-coupled NADH absorbance 340 nm;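 active = ranked among the strongest by inhibition in the single 10 µM screen, a fixed top-ranked set picked for dose follow-up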; also: no value below 0 was filed
# PMK inhibit pilot replicates = also measured in PMK inhibit; calls as there; inhibition, %; measured here: pilot screen replicates
# MK inhibit pilot replicates = also measured in MK inhibit; calls as there; inhibition, %; measured here: pilot screen replicates
# Spn DPM-DC inh pilot screen % = recorded beside Spn DPM-DC inh, whose call it bears; inhibition, %; measured here: pilot screen trials
# The depositor's hits bear a star; i = inactive; . = no result given; + = active, no number; & = joins results of further samples. Rule as the data show it, unless noted: active = cytotoxicity above about 50%; inactive = the rest.
SMILES,HPDE-C7 viability,PMK inhibit,TNAP inhibition,Bfl-1 displacement,HT1080 viability,HPDE-C7K KRASV12,LYP phosphatase,Spn DPM-DC inh,MK inhibit,others
CC(C)(C)NC(=O)CN(C(=O)CS(=O)CC(=O)Nc1ccc(F)cc1)c1ccc(F)c(Cl)c1 (stereo unspecified),-8%,19,7%,4%,-16%,-12%,9%,i,0,
Cc1ccc(C(=O)c2cn[nH]c2-c2cc(Cl)ccc2O)cc1,-17%,0,-21%,-3%,13%,7%,-32%,i,9,
O=C(Nc1ccccc1C(F)(F)F)N1CCN(c2ccc3nncn3n2)CC1,-10%,10,8%,5%,-3%,-3%,12%,i,6,
CC(C)(C)C(=O)c1no[n+]([O-])c1/C(=N/O)C(C)(C)C,.,14,9%,-5%,10%,.,8%,i,6,
CC(C)c1cc(N2CCN(C(=O)c3ccco3)CC2)n2c(nc3ccccc32)c1C#N,7%,13,-16%,-2%,4%,3%,-1%,.,5,
Cc1cccc(NC(=O)c2ccccc2OCC(=O)N2CCOCC2)c1C,5%,8,10%,-4%,0%,0%,15%,i,6,
CCOC(=O)C(CC)n1cnc2c(oc3ccccc32)c1=O (stereo unspecified),-22%,11,3%,1%,3%,4%,.,i,7,
CCOC(=O)c1cc(C)n(Cc2cccc(OC)c2OC)c1C,0%,0,6%,13%,-8%,-3%,9%,i,11,
O=C(N1CCCCC1)N1CCCN(C(=O)N2CCCCC2)CC1,-3%,0,1%,8%,-5%,-12%,-9%,i,3,
O=C(CN1CCCN(S(=O)(=O)c2ccc(Br)cc2)CC1)Nc1ccc2c(c1)OCO2,19%,10,18%,-2%,-2%,35%,10%,i,5,PMK inhibit pilot replicates=7.5;MK inhibit pilot replicates=4.5;Spn DPM-DC inh pilot screen %=0.0
CCOC(=O)c1[nH]c(C)c(C(=O)NC2CCCCC2)c1C,10%,0,3%,2%,0%,8%,3%,i,1,
O=C(Cn1nc(-c2ccccc2)c2ccccc2c1=O)NCCN1CCOCC1,-11%,10,8%,-11%,-1%,-22%,13%,i,6,
CCC12CCCN3CCC4(C(=C(C(=O)OC)C1)Nc1ccccc14)C32 (stereo unspecified),-14%,8,2%,-1%,5%,-2%,.,i,7,
O=C(Cc1cn2ccsc2n1)Nc1ccccc1Oc1ccccc1,7%,14,7%,-2%,13%,21%,1%,i,0,
O=C1c2ccccc2C(=O)N1CCCc1nc2ccccc2c(=O)n1Cc1ccco1,4%,13,-6%,-7%,-8%,9%,-8%,i,6,
NS(=O)(=O)c1ccc(CCNC(=O)C2CCCN(S(=O)(=O)c3cccnc3)C2)cc1 (stereo unspecified),-11%,12,3%,-4%,4%,-5%,1%,i,0,
O=C(NC1CC1)C1CCCN(C(=O)Nc2ccc(F)cc2)C1 (stereo unspecified),-5%,23,7%,-4%,0%,1%,4%,i,4,
Cc1c(C(=O)Nc2ccc(-n3cnnn3)cc2)oc2ccccc12,4%,10,10%,2%,26%,5%,.,.,13,
COc1ccc(-n2c(Cn3c(=O)sc4ccccc43)nnc2SCC(N)=O)cc1,-2%,3,10%,5%,11%,9%,0%,i,4,
CCOC(=O)C1CCCN(c2ncnc3c2cnn3-c2cccc(C)c2)C1 (stereo unspecified),-4%,15,5%,-6%,-6%,6%,.,i,0,
CNC(=O)c1ccccc1NC(=O)c1c(O)c2c([nH]c1=O)CCCC2,0%,14,4%,-4%,-2%,0%,-23%,i,3,PMK inhibit pilot replicates=0.5;MK inhibit pilot replicates=2.5;Spn DPM-DC inh pilot screen %=2.5
c1ccc2c(c1)CCN(c1nc3cc4c(cc3s1)OCO4)C2,9%,12,8%,-6%,2%,17%,-3%,i,9,
CC(C)CCNC(=O)CN(Cc1ccc2c(c1)OCO2)C(=O)Cn1nnc(-c2cccs2)n1,9%,13,10%,-6%,3%,5%,.,i,4,
O=C(CSc1ccccc1C(=O)O)NCc1ccco1,3%,15,8%,0%,0%,4%,2%,i,2,
CN1CCN(c2ccc(NC(=O)c3cccc(OCc4ccccc4)c3)cc2)CC1,8%,8,18%,3%,0%,39%,-6%,i,5,
Cc1nc(NCC2CCCO2)nc2c1C(=O)CC(C)(C)C2 (stereo unspecified),-9%,8,9%,-3%,6%,9%,18%,i,9,
Cc1ccc(C(=O)NC2CCCCCC2)o1,-10%,5,11%,-4%,1%,-14%,-8%,i,10,
CCOC(=O)C1(c2ccccc2)NC(c2ccc(N(C)C)cc2)C2C(=O)N(C)C(=O)C21 (stereo unspecified),1%,20,12%,-7%,3%,3%,4%,i,0,PMK inhibit pilot replicates=4.0;MK inhibit pilot replicates=0.0;Spn DPM-DC inh pilot screen %=1.5
c1ccc2oc(SCc3nc4ccccc4s3)nc2c1,9%,11,8%,-4%,-4%,2%,1%,i,0,
Cc1nc2ccc(S(=O)(=O)N(C)CC(=O)N3CCc4ccccc43)cc2s1,5%,15,5%,-8%,3%,6%,-8%,i,4,
O=C(Cn1cnc2c(nnn2-c2cccc(Cl)c2)c1=O)N1CCOCC1,1%,9,7%,-3%,-1%,0%,-14%,i,9,
CCOC(=O)N1CCC(NC(=O)CS(=O)Cc2nc(-c3ccc(OC)c(OC)c3)oc2C)CC1 (stereo unspecified),5%,3,1%,0%,-9%,12%,.,i,4,
O=C(O)c1ccccc1C(=O)N1CCN(c2ccccc2)CC1,-9%,11,11%,0%,-2%,-14%,10%,i,0,
COC(=O)CSCC(=O)Nc1cc2c(cc1C(C)=O)OCO2,-6%,0,-6%,6%,11%,1%,7%,i,2,
Cc1cc(C)nc(SCc2csc(N)n2)n1,2%,11,11%,11%,-10%,0%,6%,i,4,PMK inhibit pilot replicates=2.5;MK inhibit pilot replicates=4.5;Spn DPM-DC inh pilot screen %=0.0
CCOC(=O)c1ccc(NC(=O)C2=C(C)Nc3nc(CCCO)nn3C2c2ccc(OC)cc2)cc1 (stereo unspecified),-7%,12,8%,-1%,-2%,-14%,.,i,1,
COc1ccc(CCNC(=O)Cn2cnc3c(cnn3-c3ccccc3Cl)c2=O)cc1OC,-6%,20,9%,-1%,11%,-9%,3%,i,4,
O=C(COC(=O)COc1ccccc1)Nc1ccccc1OC(F)F,-9%,6,-1%,0%,-3%,-12%,-2%,i,3,
Clc1c(CSc2nc3ccccc3o2)nc2sccn12,14%,5,20%,-9%,-2%,19%,-1%,i,6,PMK inhibit pilot replicates=6.5;MK inhibit pilot replicates=3.5;Spn DPM-DC inh pilot screen %=0.0
CC(=O)Nc1sc2c(c1C#N)CCCCC2,-9%,15,17%,2%,-9%,-1%,-2%,i,10,PMK inhibit pilot replicates=0.0;MK inhibit pilot replicates=0.0;Spn DPM-DC inh pilot screen %=1.0

# Three compounds out of the list, arranged by heavy-atom count, rising:
SMILES,HPDE-C7 viability,PMK inhibit,TNAP inhibition,Bfl-1 displacement,HT1080 viability,HPDE-C7K KRASV12,LYP phosphatase,Spn DPM-DC inh,MK inhibit,others
O=C(O)c1ccccc1C(=O)N1CCN(c2ccccc2)CC1,-9%,11,11%,0%,-2%,-14%,10%,i,0,
O=C(Cn1cnc2c(nnn2-c2cccc(Cl)c2)c1=O)N1CCOCC1,1%,9,7%,-3%,-1%,0%,-14%,i,9,
CCOC(=O)c1ccc(NC(=O)C2=C(C)Nc3nc(CCCO)nn3C2c2ccc(OC)cc2)cc1 (stereo unspecified),-7%,12,8%,-1%,-2%,-14%,.,i,1,

# New compounds follow
SMILES,HPDE-C7 viability,PMK inhibit,TNAP inhibition,Bfl-1 displacement,HT1080 viability,HPDE-C7K KRASV12,LYP phosphatase,Spn DPM-DC inh,MK inhibit,others
COc1ccccc1Nc1nc(C)cs1,-1%,6,1%,-1%,27%&-40%,1%,11%,i,0,
CCCc1nnc(NC(=O)C2CCCO2)s1 (stereo unspecified),5%,11,3%,-3%,0%,4%,.,i,9,
COc1ccc(OCc2nnc(SC(C)C(=O)Nc3nccs3)n2-c2ccccc2)cc1 (stereo unspecified),4%,0,-2%,-2%,0%,-2%,-2%,i,10,
Cc1ccc(Nc2nc(N)nc(CSc3nccn3C)n2)cc1,-1%,0,8%,-2%,-1%,-2%,-5%,i,6,
CCCCN(CCCC)Cc1ccc(N)cc1,-1%,8,8%,-1%,5%,-3%,3%,i,13,
COc1ccc(N(CC(=O)Nc2cc(OC)ccc2OC)S(=O)(=O)c2c(C)nn(C)c2C)cc1,-6%,18,11%,6%,-4%,1%,8%,i,8,
O=C(Nc1ncc(C(F)(F)F)cc1Cl)C1COc2ccccc2O1 (stereo unspecified),-8%,5,4%,3%,1%,-13%,8%,i,10,
Cn1c(SCCN2CCCCC2)nnc1-c1ccccc1Br,-6%,24,-1%,2%,-4%,4%,4%,i,33,PMK inhibit pilot replicates=0.0;MK inhibit pilot replicates=0.0;Spn DPM-DC inh pilot screen %=0.0
O=C(NC1CCCC1)C(c1ccsc1)N(Cc1ccco1)C(=O)Cc1cccs1 (stereo unspecified),-9%,7,12%,1%,-4%,-12%,.,i,5,
CCn1c(SCC(=O)c2ccc(F)cc2)nnc1-c1ccoc1C,-13%,0,10%,-6%,-8%,-6%,.,i,0,PMK inhibit pilot replicates=0.5;MK inhibit pilot replicates=0.5;Spn DPM-DC inh pilot screen %=0.0
Cc1ccc(S(=O)(=O)N2CCN(Cc3ccccc3C(F)(F)F)CC2)cc1,-36%,5,12%,-1%,-11%,-26%,8%,i,44*,
O=C(COc1ccccc1)Nc1nnc(-c2ccc(Cl)s2)o1,2%,12,16%,-4%,9%,-6%,0%,.,7,
O=C(NC1CCCCC1)N1CCCc2ccccc21,-24%,10,3%,-2%,1%,-32%,10%,i,11,
COc1cccc(CNC(=O)CCn2c(=O)oc3ccccc32)c1,-7%,6,10%,1%,9%,-5%,14%,i,0,PMK inhibit pilot replicates=0.5;MK inhibit pilot replicates=0.0;Spn DPM-DC inh pilot screen %=0.0
O=C(O)Cn1c2c(c3ccccc31)CCCC2,-10%,2,7%,26%,-8%,5%,-10%,i,0,
Cc1c(C(=O)NCc2ccco2)oc2ccc(S(=O)(=O)N3CCC4(CC3)OCCO4)cc12,-20%,0,39%,-3%,.,-9%,.,i,11,
CS(=O)(=O)N1CCN(C(=O)c2cc3ccccc3oc2=O)CC1,-1%,0,12%,-5%,1%,-1%,-5%,i,5,
CCN(CC(=O)NC)S(=O)(=O)c1ccc(Br)cc1,0%,8,-1%,-1%,-2%,-11%,-5%,i,12,
CCCC(C)n1[nH]c(=O)c2c(C)cc(C)nc21 (stereo unspecified),3%,1,4%,-2%,7%,3%,1%,i,4,
O=C(CCCOc1ccc(Cl)cc1Cl)NCCCO,-14%,6,12%,-4%,-9%,-28%,-5%,i,0,
Nc1cc(N)cc(-c2nc3ccccc3[nH]2)c1,4%,10,11%,16%,3%,1%,9%,+,7,
